AID2073: disruptors of CaV2.2 binding to Mint1 – biochemical, HTRF (AID 2073). inhibition, % at 20 µM; hits with a dose series show IC50 in µM. HTRF protein-protein interaction, Mint1-CaV2.2; higher % means a stronger effect. 0.19% of 290,000 active; in the data active means inhibition mostly above about 51%, no sharp cut-off; inconclusive means no clear call, values can overlap the other calls; inactive means mostly below about 53%; further: some results filed as inactive read as strong as hits
NOD1 inhibition: NOD1 signaling inhibitors, primary screen, cell-based, luminescence, uHTS (AID 1578) | NOD1-driven NF-kB luciferase reporter cells, luminescence; higher % means a stronger effect | one-dose inhibition, % at 4 µM; EC50 in µM for titrated hits | 1% of 290,000 active; in the data active means inhibition mostly above about 36%, no sharp cut-off; inactive means mostly below about 34%;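 further: HEK-293T reporter cells stimulated with the NOD1 agonist gamma-tri-DAP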
Dynein transport: dynein cargo transport inhibition; 3617.4 mouse cells, GR-EGFP nuclear translocation imaging; test concentration mostly 20 µM; stimulated with dexamethasone, 1 µM; hits give low values; z-score, hits read low; 0.47% of 220,000 active;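 active means plate z-score of nuclear minus cytoplasmic receptor signal below a set negative limit, without overly bright fluorescence or cell loss, cut at about -3.5 in these data, passing the limit was not always enough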;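 further: z-score of nuclear minus cytoplasmic ring GR-EGFP intensity difference per well; some compounds called inactive have numbers as strong as hits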
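Buffer or medium: tet-free, stripped-serum medium; reagent: dexamethasone at 1.0 µM final, 30 min; incubation: 48 h induction, 1 h compound, 30 min dex at 37 °C; measured by: formaldehyde fixation, Hoechst nuclear stain, 10x automated fluorescence imaging; read-out: nuclear-to-cytoplasmic GR-EGFP distribution per well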
KOR beta-arrestin-1: KOR agonists, beta-arrestin recruitment, primary screen, cell-based, luminescence, uHTS (AID 1777) | activation, % at 10 µM, or EC50 in µM where a hit was titrated | KOR beta-arrestin recruitment, luminescence; higher % means a stronger effect | 0.02% of 280,000 active; in the data active means activation above about 50%, passing the limit was not always enough; further: a part of the inactive calls stands beside numbers as strong as those of hits
P. falciparum M17LAP: P. falciparum M17LAP inhibitors, primary screen, biochemical, fluorogenic H-Leu-NHMec substrate, 1536-well (AID 1619) | recombinant M17LAP, H-Leu-NHMec fluorogenic kinetic assay; higher % means a stronger effect | inhibition, % at 30 µM, or IC50 in µM where a hit was titrated | 0.38% of 220,000 active;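 active means compound inhibiting the enzyme by more than half at any dose during confirmatory dose-response retesting; inconclusive means strong single-dose inhibitors picked by rank but not retested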;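 further: plate controls were full reaction with DMSO carrier for no effect and no enzyme background for full effect; strong numbers were not always called active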
KOR beta-arrestin-2: kappa opioid receptor blockers – cell-based, luminescence, uHTS (AID 1778); 0.091% of 290,000 active; one-dose inhibition, % at 10 µM; IC50 in µM for titrated hits; KOR beta-arrestin recruitment, luminescence, antagonist mode; higher % means a stronger effect; further: strong numbers were not always called active
GPR55 beta-arrestin: GPR55 agonists via beta-arrestin recruitment, primary screen, imaging, U2OS cells, beta-arrestin-GFP redistribution (AID 1961); 0.048% of 290,000 active; activation, % at 10 µM; hits with a dose series show EC50 in µM; U2OS GPR55 beta-arrestin-GFP redistribution imaging; higher % means a stronger effect;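 active means activation above 40% with more than 50 cells counted in the well; inconclusive means wells holding fewer than 50 cells, flagged as toxic or sparse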;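 further: U2OS osteosarcoma cells stably expressing GPR55 and beta-arrestin-GFP; plate controls were DMSO negative control for no effect and LPI positive control for full effect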
P. falciparum M1AAP: malaria alanyl aminopeptidase activity blockers – biochemical, fluorogenic H-Leu-NHMec substrate, 1536-well (AID 1445) | recombinant M1AAP, H-Leu-NHMec fluorogenic kinetic assay; higher % means a stronger effect | inhibition, % at 30 µM; hits with a dose series show IC50 in µM | 0.42% of 220,000 active;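 active means primary inhibition above the hit cutoff, then over 50% inhibition at one or more dose response concentrations, cut at about 23% in these data, passing the limit was not always enough; inconclusive means conflicting primary data, or primary hits not chosen for dose response; inactive means low primary inhibition, or under 50% at every dose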;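 further: plate controls were DMSO full reaction for no effect and no enzyme background for full effect; strong numbers were not always called active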
NOD2 inhibition: inhibition of NOD2-driven NF-kB reporter – cell-based, luminescence, uHTS, HEK293 (AID 1566); HEK293 NOD2/NF-kB luciferase reporter, luminescence; higher % means a stronger effect; one-dose inhibition, % at 4 µM; EC50 in µM for titrated hits; 0.63% of 290,000 active; further: many of its hits are not listed in these tables
Dynein transport cytoplasmic EGFP: second read-out of Dynein transport, no call of its own (marks repeat the call); z-score; measured here: cytoplasmic GR-EGFP intensity; hits give high values
Dynein transport nuclear GR-EGFP: also measured in Dynein transport; calls as there; z-score; measured here: nuclear GR-EGFP intensity;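 lower value marks the stronger effect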
Dynein transport cell count: further read-out of Dynein transport, marked with its call; z-score; measured here: cell count per field
Active calls of the source: *; ? = inconclusive; . = no result given; [ ] = dose if it differs, or a comment. Unless noted, no stated cut-off is given here; in the data, active means inhibition above about 50%; inactive means the rest. Some of the compounds tested (hit frequency here may not be typical).

SMILES | AID2073 | NOD1 inhibition | Dynein transport | Dynein transport cytoplasmic EGFP | Dynein transport nuclear GR-EGFP | Dynein transport cell count | KOR beta-arrestin-1 | P. falciparum M17LAP | KOR beta-arrestin-2 | GPR55 beta-arrestin | P. falciparum M1AAP | NOD2 inhibition
CC1CN(c2cc(-c3ccccc3)c3ccccc3n2)CC(C)O1 (centres undefined) | 20% | 8% | -0.28 | -0.2 | 0.055 | 0.35 | -2.3% | 6% | -18% | -0.1% | 1% | 3%
O=C(/C=C/c1ccco1)N1CCN(S(=O)(=O)/C=C/c2ccccc2)CC1 | 62% | -10% | -0.92 | -0.3 | -0.47 | 1 | 5.1% | 4% | 2% | 0.2% | 6% | 14%
CCCCCn1c(=NC(=O)c2ccco2)c(C(=O)OCC)cc2c(=O)n3ccccc3nc21 | 20% | -14% | -0.19 | -0.18 | -0.094 | 0.82 | -2.1% | -148% | -5% | -0.2% | 14% | 18%
CCCCn1nc(C(=O)N[C@@H](CCSC)c2nc3ccccc3[nH]2)c2ccccc2c1=O | -5% | -11% | 0.57 | 0.00018 | 0.34 | -1.4 | 3.8% | 1% | 5% | -0.2% | 11% | 0%
CCOC(=O)c1c(C)n(C)c2ccc(OCC(N)=O)cc12 | -2% | -2% | 0.58 | 0.0061 | 0.72 | -1 | -6.4% | 5% | 11% | -0.2% | 0% | 12%
COc1ccccc1CNC(=O)C(C)Oc1ccccc1 (centres undefined) | 2% | 6% | . | . | . | . | -2.5% | . | 8% | 0.4% | . | 12%
CC(C)NC(=O)c1ccccc1NC(=O)C(C)Oc1ccccc1 (centres undefined) | 12% | -24% | -0.15 | -0.13 | 0.54 | -0.84 | -3.9% | -3% | 5% | 0.1% | -3% | 17%
Cc1cc(C(F)(F)F)nn1CC(=O)Nc1ccc(Br)c2cccnc12 | 18% | -10% | -0.079 | -0.2 | 0.095 | -0.59 | 0.3% | 5% | 8% | -0.2% | -6% | -8%
O=C(Oc1ccc2c(=O)c(Oc3ccc4ccccc4c3)coc2c1)c1cncc(Br)c1 | 30% | -31% | 0.81 | -0.22 | 0.23 | -0.29 | -1.5% | 16% | -20% | 0.3% | -2% | 16%
N#Cc1ccc(CSc2nnc(-c3cccs3)n2-c2ccccc2)cc1 | -3% | -11% | 1.1 | 0.43 | 1 | -1.6 | -3.8% | -5% | 40% | -0.3% | 9% | 1%
O=C(CN1CCN(c2ccccc2)CC1)Nc1ccncc1 | -5% | -3% | . | . | . | . | 0.0% | . | -25%[20 µM] | -0.4% | . | 11%
O=c1cc(Nc2ccc3c(c2)OCCO3)[nH]c(=O)n1Cc1ccc(F)cc1 | 21% | -16% | -0.72 | -0.24 | -0.41 | 0.69 | 3.2% | 7% | -5% | -0.2% | 3% | 11%
O=C1CC(Sc2nnnn2C2CCCCC2)C(=O)N1c1ccccc1 (centres undefined) | 17% | -12% | -0.27 | -0.21 | 0.0024 | 0.025 | -12% | -4% | 7% | 0.1% | 3% | 6%
O=C(CNC(=O)c1nc[nH]c1C(=O)NCc1ccccc1)OCc1ccccc1 | -2% | -2% | . | . | . | . | -3.8% | . | -39%[20 µM] | 0.0% | . | 0%
C=CCCCCCCCCC(=O)NN | 0% | -12% | -1.4 | 1.4 | -0.56 | 0.5 | -0.5% | 1% | -1% | 0.3% | 8% | 7%
CCCCC(=O)NC1=C(C(=O)OC)SCC1 | 5% | -38% | 0.61 | -0.25 | 0.43 | -0.13 | -2.8% | 18% | -2% | 0.2% | 0% | 6%
O=S(=O)(c1ccc(NCc2ccccc2)cc1)N1CCOCC1 | 4% | -28% | . | . | . | . | -3.0% | . | 4% | 0.0% | . | 7%
COc1ccc(C2c3c(ncn(CCN4CCOCC4)c3=N)Oc3ccc4ccccc4c32)cc1 (centres undefined) | 9% | -8% | 2.4 | 2.7 | 2.3 | -3.1 | -2.0% | -2% | -7% | 1.0% | 16% | 9%
OCCCN=c1cc(-c2ccccc2)oc2ccc(Cl)cc12 | 0% | -16% | -0.57 | -0.0036 | -0.029 | 0.46 | -2.0% | 30% | -46% | 0.0% | 8% | -23%
CCOc1ccc(N2CCCCn3c2nc2c3c(=O)[nH]c(=O)n2C)cc1 | 3% | 0% | . | . | . | . | 1.8% | . | -21% | -0.2% | . | 15%
Cc1cc(C(=O)Nc2cccc(C(=O)O)c2)c(C)o1 | 2% | -34% | 1.2 | -0.27 | 0.86 | -0.47 | -3.2% | 5% | 6% | -0.2% | 5% | -29%
O=C(NCCc1ccc(Cl)cc1)Nc1cccc(Cl)c1 | -7% | 28% | -0.25 | -0.2 | -0.43 | 0.54 | -2.3% | -15% | -12% | 0.3% | 2% | -29%
CCOC(=O)C1(Cc2ccccc2C)CCCN(S(=O)(=O)CC)C1 (centres undefined) | 7% | -24% | . | . | . | . | -2.5% | . | -16% | 0.3% | . | 2%
S=c1[nH]nc(-c2ccncc2)n1Cc1ccco1 | 11% | -13% | -0.67 | -0.25 | -0.12 | -0.22 | 11% | -9% | 2% | 0.2% | 2% | -4%
O=C(NCc1cccnc1)c1ccc(CS(=O)(=O)Cc2ccc(Cl)cc2)o1 | 3% | -15% | -1.3 | -0.2 | -0.4 | 0.85 | -1.8% | 2% | -3% | 0.7% | 4% | 8%
Cc1ccc(S(=O)(=O)N2CCN(c3ncccn3)CC2)c(C)c1 | 6% | -15% | . | . | . | . | 2.7% | . | -12% | 0.5% | . | 8%
Cc1nnc(NC(=O)c2c(-c3ccccc3)noc2C)s1 | 3% | 0% | -0.065 | -0.19 | -0.88 | -0.46 | 2.1% | 10% | -25% | 0.1% | 3% | 4%
N#Cc1c(Cl)cccc1N1CCCC1 | 5% | -7% | -0.65 | -0.18 | -0.35 | 0.88 | 3.8% | 11% | 12% | 0.0% | 6% | 10%
COc1ccc(-c2noc(C3CCCN(C(=O)c4ccc(F)cc4)C3)n2)cc1 (centres undefined) | -2% | -19% | . | . | . | . | -0.8% | . | 5% | 0.3% | . | 27%
O=C1CCC(C(=O)N2CCCCO2)CN1CCc1ccc(Cl)cc1 (centres undefined) | 0% | 17% | . | . | . | . | -9.4% | . | 20% | -0.1% | . | -4%
O=C(CSc1nc2ccccc2[nH]1)N1CCN(c2ccc(F)cc2)CC1 | ? | -30% | -0.5 | -0.25 | 0.012 | 0.29 | 5.9% | -7% | 4% | 0.0% | 16% | -20%
Cc1ccc(NC(=O)CCN2C(=O)c3ccccc3C2=O)c(C)c1 | 9% | 2% | . | . | . | . | -4.7% | . | 1% | 0.3% | . | 10%
COc1cc(C2C3=C(CC(C)(C)CC3=O)OC3=C2C(=O)CC(C)(C)C3)cc([N+](=O)[O-])c1O | -10% | -33% | 0.68 | -0.00013 | 0.73 | -0.19 | . | 27% | 0%[20 µM] | 0.2% | ? | -12%
CCc1cccc(CC)c1NC(=O)c1cccc(NC(=O)c2ccccc2)c1 | 2% | -2% | -0.29 | 0.092 | -0.095 | 0.69 | -6.9% | 9% | 5% | -0.1% | 0% | 17%
COc1cc(-c2noc(CCCC(=O)NCc3ccccc3)n2)cc(OC)c1OC | -4% | 4% | 0.31 | -0.14 | 0.36 | 0.14 | 5.5% | -5% | -5% | 0.0% | -5% | -13%
Cc1ccc2nc(NCc3ccccc3)[nH]c2c1 | -2% | -37% | 0.43 | -0.0098 | 0.99 | -0.8 | -6.3% | 2% | -69% | -0.1% | 10% | -53%
CCC(C)(C)n1nnnc1CN1CCN(c2nc3ccc(C)cc3cc2C#N)CC1 | 8% | -22% | -0.3 | -0.4 | 0.04 | 0.82 | 3.0% | -6% | 3% | -0.1% | 7% | 1%
Nc1ccccc1C(=O)/C=C/c1ccc2c(c1)OCO2 | 12% | 21% | -0.35 | -0.27 | 0.2 | 0.7 | -5.1% | -19% | 12% | 0.5% | 0% | -56%
COc1ccc(NC(=O)CN2CCN(C3c4ccccc4-c4ccccc43)CC2)cc1 | -10% | -6% | 0.49 | -0.23 | -0.76 | 0.14 | 2.2% | 24% | -39% | -0.2% | -7% | 4%
O=C(Nc1nc(-c2cccnc2)cs1)c1ccc([N+](=O)[O-])cc1 | 19% | 9% | -0.36 | -0.18 | -0.075 | -0.19 | 1.0% | 1% | 38% | -0.1% | 1% | 20%
CC(NC(=O)COc1ccc(/C=N/NC(=O)CO)cc1)c1ccccc1 (centres undefined) | 1% | 17% | . | . | . | . | -1.1% | . | -8% | -0.2% | . | 1%
O=C(COc1ccc2ccc(=O)oc2c1)NCc1ccccn1 | 8% | -22% | . | . | . | . | 1.8% | . | -27% | -0.1% | . | -15%
Cc1ccc(C(=O)N(CC(=O)NC2CCCC2)c2ccc3c(c2)OCCO3)s1 | -11% | -36% | 0.024 | -0.24 | 0.059 | 1 | 2.7% | 4% | -24% | -0.3% | -1% | -8%
COc1cccc(CN(C)CC(=O)Nc2ccccc2N2CCOCC2)c1OC | -9% | 24% | 1.7 | -0.06 | 1.4 | -1.2 | -3.9% | 9% | 15% | -0.1% | 2% | -3%
O=C(Nc1ccc(Cl)cc1)c1ccc(Br)cc1F | -1% | -36% | -1.1 | -0.1 | 0.1 | 0.55 | -0.5% | -3% | -30%[20 µM] | -0.1% | -2% | -111%
CC(C)[C@H](NC(=O)c1ccccc1)C(=O)OCC(=O)c1ccccc1F | 5% | -8% | 0.38 | -0.29 | 0.46 | 0.71 | -4.4% | -2% | 30% | -0.3% | 12% | 17%
COc1ccc(Cc2nnc(SC)[nH]c2=O)cc1OC | 3% | -4% | 1.3 | -0.17 | 1.2 | -2 | -1.1% | 12% | -44% | -0.2% | 3% | 12%

High-throughput results deposited in PubChem by several laboratories.
